Compound activity (PubChem)
Rab2A wt mod – changes GTP binding to wildtype dog Rab2A, up or down. GST-Rab2 wt beads, Bodipy-GTP binding, flow cytometry. 0.19% of 190,000 active. P61105. GTP binding activity, % at 10 µM;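 active = GTP binding activity at least 20 points away from 100%, either lowered or raised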;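 also: 0% = beads with excess unlabeled GTP and 100% = no-compound control corrected for plate trend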
Rac1 mut GTP – alters GTP binding to activated mutant human Rac1; P63000; GST-Rac1 activated beads, fluorescent GTP binding, flow cytometry; actives lie on both sides; 100% means binding = to untreated wells; percent activity (GTP binding), % at 10 µM; 0.11% of 190,000 active;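 active = GTP binding at least 20 percentage points away from the 100% baseline, in either direction, so actives lie on both sides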
Pf gamet viab – kills late stage P. falciparum gametocytes. P. falciparum stage V gametocytes, ATP luminescence, 24 h. inhibition, % at 10.9 µM. 0.065% of 150,000 active. AID 743093;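 active = inhibition above the mean plus 3 SD of compounds within the control limits, set per campaign, cut at about 38% in these data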;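 also: 0% = DMSO wells and 100% = medium only without gametocytes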
Rab7 wt modul – alters GTP binding to wildtype dog Rab7. GST-Rab7 beads, fluorescent GTP binding, flow cytometry; actives lie on both sides; untreated = 100%, excess cold GTP = 0%. GTP binding activity (percent of control), % at 10 µM. 0.055% of 190,000 active;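 active = fluorescent GTP binding to Rab7 beads changed by at least 20 points from the 100% baseline, either direction, mostly lower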;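 also: median green fluorescence of bound Bodipy-FL-GTP per Rab7 bead population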
HRas wt GTP bind – modulators of GTP binding to human HRas wildtype; P01112; 0.14% of 190,000 active; GTP binding activity, % at 10 µM; GST-Ras wt beads, Bodipy-FL-GTP binding, flow cytometry; actives lie on both sides;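 active = GTP binding activity at least 20% away from the 100% baseline, either lowered as inhibitor or raised as activator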;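 also: 0% = unlabeled GTP competition control and 100% = no-compound control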
Target sequence (P01112 whole entry, looked up): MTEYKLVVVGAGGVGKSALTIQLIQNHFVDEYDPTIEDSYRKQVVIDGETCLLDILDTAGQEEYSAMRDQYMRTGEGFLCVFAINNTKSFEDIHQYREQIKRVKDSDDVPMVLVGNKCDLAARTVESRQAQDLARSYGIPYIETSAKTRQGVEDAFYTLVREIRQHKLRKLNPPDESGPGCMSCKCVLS
Cdc42 wt GTP – human Cdc42 wildtype GTP binding change, either direction | percent activity (GTP binding), % at 10 µM | GST-Cdc42 beads, Bodipy-GTP binding, flow cytometry; actives lie on both sides | AID 761 | 0.2% of 190,000 active | P60953;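 active = percent activity GTP binding at least 20 points away from the 100% baseline, either down as inhibitor or up as activator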;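 also: median bead fluorescence of bound Bodipy-FL-GTP at 100 nM; 0% = excess unlabeled GTP control and 100% = no compound control; below 100% means less GTP binding so inhibitor and above means activator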
Target sequence (P60953 whole entry, looked up): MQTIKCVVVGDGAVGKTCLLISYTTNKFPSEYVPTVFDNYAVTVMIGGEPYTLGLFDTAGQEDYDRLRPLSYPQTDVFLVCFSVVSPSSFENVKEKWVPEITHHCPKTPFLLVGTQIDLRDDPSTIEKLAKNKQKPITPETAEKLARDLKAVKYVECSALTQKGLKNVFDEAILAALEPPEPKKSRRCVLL
Rac1 wt modul – alters GTP binding to wildtype human Rac1. GST-Rac1 beads, fluorescent GTP binding, flow cytometry; actives lie on both sides; 0 = cold GTP competed, 100 = untreated. GTP binding activity (% of control), % at 10 µM. 0.27% of 190,000 active. AID 757;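 active = GTP binding activity at least 20 points away from the 100% control level, either lower or higher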
Mcl1-Bid inh – disrupts binding of human Mcl-1 to Bid peptide; AID 1021; Q07820; inhibition, % at 21.7 µM; 0.97% of 220,000 active; TR-FRET Mcl-1/Bid-Dy647 peptide binding, 1536-well;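 active = compounds that cut the binding signal by more than half at the single screening dose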;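 also: His-tagged Mcl-1 with europium anti-His antibody binding Bid BH3 peptide; 0% = Mcl-1 plus peptide wells and 100% = peptide-only wells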
Target sequence (Q07820 whole entry, looked up): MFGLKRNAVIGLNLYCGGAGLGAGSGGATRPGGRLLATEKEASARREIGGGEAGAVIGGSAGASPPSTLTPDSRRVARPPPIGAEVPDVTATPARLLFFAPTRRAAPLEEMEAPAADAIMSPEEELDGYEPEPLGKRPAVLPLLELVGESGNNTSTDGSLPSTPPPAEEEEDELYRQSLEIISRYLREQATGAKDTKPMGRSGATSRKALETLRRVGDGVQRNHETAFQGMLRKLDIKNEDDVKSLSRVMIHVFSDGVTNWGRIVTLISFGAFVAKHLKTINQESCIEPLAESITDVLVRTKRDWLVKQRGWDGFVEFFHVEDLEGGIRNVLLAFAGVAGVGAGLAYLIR
Mcl1 Noxa PPI – disrupts binding of human Mcl-1 to Noxa peptide; Q07820; TR-FRET Mcl-1/Noxa peptide binding, 2 h; inhibition, % at 21.7 µM; 1.5% of 220,000 active;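 active = compounds that cut the protein-peptide binding signal by more than 50% relative to plate controls in a single-dose test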;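 also: His-tagged Mcl-1 with rhodamine Noxa BH3 peptide and terbium anti-His antibody; 0% = Mcl-1 plus Noxa peptide wells and 100% = peptide-only wells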
Mcl-1 Bim block – inhibitors of Bim-Mcl-1 interaction, human | inhibition, % at 10 µM | 0.1% of 190,000 active | Bead-based flow cytometry, Bim peptide-Mcl-1 binding | Q07820; in the data active = inhibition above about 40%;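 also: 0% = no compound tracer wells and 100% = peptide blocker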
Avidin fluor – avidin bead compound fluorescence profile; Avidin beads, compound fluorescence 488/530 nm, flow cytometry; active compounds read high; fluorescence (KMESF) at 10 µM; 0.38% of 220,000 active; in the data active = fluorescence above about 47; also: inactives centre near 10
* marks the source's active call; other numbers are inactive results; . = no result given.

Structure	Rab2A wt mod	Rac1 mut GTP	Pf gamet viab	Rab7 wt modul	HRas wt GTP bind	Cdc42 wt GTP	Rac1 wt modul	Mcl1-Bid inh	Mcl1 Noxa PPI	Mcl-1 Bim block	Avidin fluor
COc1cnc(-c2ccccn2)nc1N(C)C	101	97	-1	106	99	97	99	-60	-22	1	11
CCCCc1noc2c1/C(=N\O)CC(c1ccccc1)C2 (centres undefined)	100	100	5	97	100	103	106	-17	2	-6	10
COc1ccc(Cl)cc1Nc1nc(-c2sc(NC(=O)c3ccco3)nc2C)cs1	95	97	.	96	97	97	99	-40	28	2	13
Cc1ccccc1NC(=S)N1CCN(C(=O)c2ccco2)CC1	96	93	.	99	98	96	102	-22	-13	1	9
CC(=O)N1c2ccccc2C(C)(c2ccccc2)CC1(C)C (centres undefined)	96	97	.	95	98	97	99	-28	1	0	2
O=C(COc1ccccc1)Nc1nnc(C23CC4CC(CC(C4)C2)C3)s1	100	99	.	96	102	103	104	-14	-11	-2	.
Cc1ccc(S(=O)(=O)CC(c2ccccc2)N2CCOCC2)cc1 (centres undefined)	96	94	.	93	97	97	94	-6	12	5	13
CCCCCCCCCCC(=O)NNC(=O)c1c(O)c2ccccc2n(CC)c1=O	87	85	.	90	89	85	89	-23	-29	4	12
Cc1[nH]nc2c1C(c1ccc3c(c1)OCO3)C(C#N)=C(N)O2 (centres undefined)	102	98	.	103	100	102	102	-25	1	-1	6
CNC(=O)c1ccccc1NC(=O)c1cccc(S(=O)(=O)N2CCC(C)CC2)c1	100	101	.	99	100	99	100	17	9	-1	9
O=C(/C=C/c1ccc(F)cc1)N1CCN(S(=O)(=O)/C=C/c2ccccc2)CC1	98	95	29	103	98	94	97	-6	-12	-1	12
c1ccc(-n2nnc(-c3cccnc3)n2)cc1	100	95	8	99	98	99	99	10	15	0	5
CC(=O)c1cccc(NC(=O)N2CCC(NC(=O)C34CC5CC(CC(C5)C3)C4)CC2)c1	102	96	15	98	99	102	104	-3	11	-3	16
CC(=O)N1CCCc2ccccc21	101	98	.	101	100	100	100	-1	0	-1	4
CC(O)CNc1nc2ccccc2n1CC(=O)NCCc1ccc(Cl)cc1 (centres undefined)	97	94	.	99	98	102	102	-43	-18	-1	12
CC1CN(C(=O)c2cc3cc([N+](=O)[O-])ccc3s2)CC(C)O1 (centres undefined)	98	95	-12	101	100	96	105	-7	1	0	22
CCCCCCOc1ccc(C(=O)O)cc1C#N	100	98	.	95	99	98	100	12	9	-3	5
O=C(Nc1nnc(-c2ccc3c(c2)CCCC3)o1)c1ccccc1Cl	99	96	.	100	101	101	102	-38	-83	0	7
CCc1nc2ccccc2n1CC1CC1(Cl)Cl (centres undefined)	98	93	26	96	99	100	100	-5	9	4	10
COC(=O)C1CCCCN1C(=O)CCc1nnc(CCc2c[nH]c3ccccc23)o1 (centres undefined)	100	96	-5	100	99	98	102	-82	7	-1	5
Cc1ccc(C)c(N2CN(Cc3cccnc3)CNC2=S)c1	98	100	-31	104	100	99	105	-73	11	-2	2
CSc1nc(-c2ccccc2)nc2c1COC(C)(C)C2	104	100	.	100	105	105	102	23	-6	-1	10
Cc1cccc(C(=O)NCC2CCCO2)c1 (centres undefined)	102	100	9	102	101	103	104	0	-2	-3	23
Cc1ccc(OCC(=O)N2c3ccccc3NC(=O)C2(C)C)c([N+](=O)[O-])n1	98	93	-18	105	98	94	94	-52	13	-1	24
CCc1ccc(C(CC(=O)c2ccc(Cl)cc2)C(=O)O)cc1 (centres undefined)	91	87	.	92	94	93	93	96*	7	-2	11
COc1ccc(C(=O)Nc2nc(-c3ccc([N+](=O)[O-])cc3)c(-c3ccc(OC)cc3)s2)cc1	96	94	-2	101	97	99	98	-6	17	-6	10
CCOC(=O)c1sc(/N=C/c2ccc(O)cc2O)cc1C	101	100	3	104	98	102	102	-48	57*	-1	2
CC(C)(C)C(=O)Cn1c[n+](N)cn1	102	101	-5	102	101	99	104	-13	6	0	10
C=CCn1c(CNC(=O)c2ccccc2F)nnc1SCC(=O)NC(C)c1ccccc1 (centres undefined)	96	97	11	95	96	94	99	-8	10	2	7
Cc1ccc(S(=O)(=O)N2CCC(C(=O)Nc3ccc4c(c3)COC4=O)CC2)cc1	99	104	.	104	101	106	110	1	10	0	8
CS(=O)(=O)N1CCN(c2ccc(C(=O)N3CCOCC3)cc2[N+](=O)[O-])CC1	94	97	.	97	94	96	99	-30	3	-2	9
O=c1c2c(nc3n1CCCCC3)-c1ccccc1CC21CCCCC1	101	99	.	102	101	100	102	5	-16	.	5
C=CCN1C(=O)/C(=C\C=C2\N(C)c3ccccc3C2(C)C)SC1=S	100	92	.	98	95	96	89	-11	-15	7	12
CS(=O)(=O)CCC(C(=O)OCc1ccc(Br)cc1)N1C(=O)c2ccccc2C1=O (centres undefined)	99	99	11	99	99	101	103	4	18	-6	11
CCn1c(SCC(=O)OC2CCCCC2)nc2ccccc2c1=O	105	102	15	104	105	106	103	-1	1	0	13
CCOc1ccccc1NC(=O)N1CCC(c2nc3ccccc3[nH]2)CC1	100	100	9	100	103	102	113	-32	21	0	7
COc1cc(CN2CC(C)CC(C)C2)cc([N+](=O)[O-])c1O (centres undefined)	99	99	3	97	100	104	103	-17	23	-4	13
CC(=O)N1N=C(c2ccc(C)o2)CC1c1ccc(F)cc1 (centres undefined)	104	103	.	103	103	103	105	-54	-9	-5	9
Cc1ccc(C)c(NC(=S)NCCCN2CCOCC2)c1	96	94	2	99	99	96	102	-40	1	2	4
Cc1ccc(OCC(=O)NNC(=O)CSc2ncnc3sc(C)c(C)c23)cc1	96	93	-43	98	96	95	95	12	-102	-1	11
Cc1ccc(S(=O)(=O)N(C)CC(=O)O/N=C(\N)c2ccccn2)cc1	102	101	.	99	104	103	103	-18	6	-1	9
O=C(/C=C/c1ccco1)NC(=S)Nc1ccccc1O	97	98	23	97	96	99	99	-82	25	1	10
CN(C)c1nn(C(=O)Nc2ccc(Cl)cc2Cl)cc1-c1ccccc1	98	96	.	96	97	98	98	-27	-8	0	17
COc1cc(NC(=O)CSc2nc3cc(C)ccc3cc2C)c(C(=O)O)cc1OC	99	96	.	101	98	97	101	-1	15	-4	13
CC(C)(C)NC(=O)CN(C(=O)CNC(=O)c1cccs1)c1ccc2c(c1)OCCO2	97	94	-18	99	97	96	95	-13	8	1	14
CC(Cc1ccccc1)C(=O)N(C)Cc1cccnc1 (centres undefined)	99	99	.	97	100	101	106	2	10	-2	7
c1cncc(-c2nc(N3CCOCC3)c3ccccc3n2)c1	97	96	.	95	97	98	97	2	5	-1	9
COc1ccc(/C=C2\CN(Cc3ccccc3)C/C(=C\c3ccc(OC)cc3OC)C2=O)c(OC)c1	105	100	.	101	103	100	102	-40	-17	-2	8
Cc1nn2c(-c3ccc(Cl)cc3Cl)nnc2s1	98	100	-3	98	103	105	103	-10	13	2	33
CC(C)c1nnc(SCC(=O)N2CCc3ccccc32)n1C	102	99	.	98	104	102	105	0	14	-3	.
Cc1ccccc1OCCC(=O)Nc1c(C)n(C)n(-c2ccccc2)c1=O	101	97	11	102	99	98	95	-40	2	-3	23
COc1cccc(CC2(CO)CCN(Cc3ccc(NC(C)=O)cc3)CC2)c1	100	96	.	103	97	97	99	-12	-9	-1	10
O=C(c1nnsc1S(=O)c1ccc(Cl)cc1)N1CCOCC1 (centres undefined)	94	101	2	103	94	93	96	4	-1	-2	16
CCn1c(SCC(=O)N2CCc3ccccc32)nnc1-c1ccncc1	100	100	1	100	102	102	106	15	-6	-1	7
Cc1cc(Oc2ccc(=O)n(C)n2)nc(Oc2ccc(=O)n(C)n2)n1	98	98	.	100	101	102	102	-4	11	-1	10
CCOC(=O)c1nnsc1NC(=O)Nc1ccc(OC)cc1	96	95	16	96	97	96	101	-17	8	0	4
CS(=O)(=O)N1CCCC(C(=O)NCc2ccccc2Cl)C1 (centres undefined)	100	96	.	99	102	103	102	-23	-1	2	8
O=C(CN1CCCC1)Nc1ccc(Cl)cc1C(F)(F)F	97	95	-25	105	99	97	100	-22	15	-2	19
CCn1cc(S(=O)(=O)CC(=O)Nc2ccc(OC)cc2)c2ccccc21	98	97	.	103	98	100	102	-1	-9	2	19
